Compound activity as filed in PubChem.
Yfh1-off respiration – mitochondrial function rescue without frataxin homolog – Friedreich's ataxia, plus single-dose screen, dose response (AID 1465) | 220,000 tested, 0.074% active | S. cerevisiae Yfh1-off respiration, WST-1 reduction, 72 h; higher fold induction means a stronger effect | fold induction at 50 µM, or EC50 in µM where a hit was titrated;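 active means fold induction of absorbance versus untreated yeast above a set limit, then at least 30% activation at any dose in follow-up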;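 further: activators that raise dye reduction in frataxin-depleted yeast; strong numbers were not always called active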
MT stabilize HCS – stabilizes microtubules in HeLa cells. HeLa tubulin immunostaining HCS, 24 h; share of cells brighter than vehicle mean+2SD. % tubulin-high responders, % at 10 µM. 200,000 tested, 0.83% active;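 active means plate Z-score above 3 for both tubulin-high and condensed-nucleus cell shares, with cell loss under 80%, at 10 µM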;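 further: anti alpha tubulin signal scored within the nucleus-defined area of each cell; some results filed as inactive read as strong as hits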
ER stress rescue – protection against thapsigargin-triggered cell killing – 384-well, CSM14.1, ATP luminescence, primary screen (AID 1222). 190,000 tested, under 10 active. CSM14.1 thapsigargin-induced death rescue, ATP luminescence; higher % means a stronger effect. cellular ATP content (survival), % at 20 µM; hits with a dose series show EC50 in µM;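 active means EC50 below 50 µM in the dose-response confirmation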;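 further: death triggered by thapsigargin at about 15 µM added after 2 h compound pretreatment; cell ATP read after overnight thapsigargin exposure of roughly 18 to 22 hours; normalized against plate controls of thapsigargin alone and 5% DMSO vehicle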
P. falciparum M17LAP – P. falciparum M17LAP inhibitors, primary screen, biochemical, fluorogenic H-Leu-NHMec substrate, 1536-well (AID 1619); 220,000 tested, 0.38% active; recombinant M17LAP, H-Leu-NHMec fluorogenic kinetic assay; higher % means a stronger effect; inhibition, % at 30 µM, or IC50 in µM where a hit was titrated;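 active means compound inhibiting the enzyme by more than half at any dose during confirmatory dose-response retesting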;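 further: plate controls were full reaction with DMSO carrier for no effect and no enzyme background for full effect; strong numbers were not always called active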
Hep lipid drop – modulators of hepatic lipid droplet formation; AML12 mouse hepatocytes, oleate lipid droplets, BODIPY imaging; inhibition, % at 6.5 µM; 240,000 tested, 0.4% active;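 active means lipid droplet intensity inhibited by at least 50%, with more than 500 cells counted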
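System: AML12 hepatocytes (mouse). Probe or stimulus: oleic acid at 100 µM to induce lipid droplet formation. Times: overnight treatment with compound plus oleate. Detection: Image-based BODIPY and DAPI two-channel analysis. Evaluation: percent inhibition of filter-corrected integrated lipid droplet intensity per well.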
Autophagy HCS – modulators of autophagy | calls only at 10 µM (by protocol) | MEF GFP-LC3 puncta imaging; test concentration mostly 10 µM | 190,000 tested, 0.98% active;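 active means percentage of spot-positive cells more than 3 SD above its plate mean, without a fluorescence outlier flag or 80% toxicity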;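 further: spot-positive cell cutoff set from DMSO-treated cells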
M1AAP inhibition – malaria alanyl aminopeptidase activity blockers – biochemical, fluorogenic H-Leu-NHMec substrate, 1536-well (AID 1445); 220,000 tested, 0.42% active; one-dose inhibition, % at 30 µM; IC50 in µM for titrated hits; recombinant M1AAP, H-Leu-NHMec fluorogenic kinetic assay; higher % means a stronger effect;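 active means primary inhibition above the hit cutoff, then over 50% inhibition at one or more dose response concentrations, cut at about 23% in these data, passing the limit was not always enough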;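 further: plate controls were DMSO full reaction for no effect and no enzyme background for full effect; strong numbers were not always called active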
Ins promoter up – MIN6 insulin promoter up-regulation | 190,000 tested, 0.3% active | z-score at 5 µM | MIN6 insulin promoter-GFP reporter, high-content imaging; hits give high values;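 active means z-score above 3 at 5 µM with at least 500 cells counted in the well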
Dynein transport – dynein cargo transport inhibition; 3617.4 mouse cells, GR-EGFP nuclear translocation imaging; test concentration mostly 20 µM; stimulated with dexamethasone, 1 µM; hits give low values; 220,000 tested, 0.47% active; z-score, hits read low;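 active means plate z-score of nuclear minus cytoplasmic receptor signal below a set negative limit, without overly bright fluorescence or cell loss, cut at about -3.5 in these data, passing the limit was not always enough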;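 further: z-score of nuclear minus cytoplasmic ring GR-EGFP intensity difference per well; some compounds called inactive have numbers as strong as hits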
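Medium: Induction medium lacking tetracycline, stripped serum | Probe or stimulus: 1.0 µM final dexamethasone stimulus | Schedule: 48 h induction, then 1 h compound, then 30 min agonist, 37 °C | Signal: Automated 10x imaging of fixed Hoechst-stained cells | Evaluation: Per-cell GR-EGFP intensity, nucleus versus surrounding cytoplasmic ring, well-averaged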
Dynein transport cytoplasmic EGFP – recorded beside Dynein transport, whose call it bears; z-score; measured here: cytoplasmic GR-EGFP intensity; hits give high values
Dynein transport nuclear GR-EGFP – further read-out of Dynein transport, marked with its call; z-score; measured here: nuclear GR-EGFP intensity;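 lower value marks the stronger effect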
Dynein transport cell count – recorded beside Dynein transport, whose call it bears; z-score; measured here: cell count per field
Ins promoter up cell count – also measured in Ins promoter up; calls as there; cell count; measured here: cytotoxicity, nuclei count;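 total cells summed across four imaged fields per well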
Hep lipid drop cells 6.5 µM – also measured in Hep lipid drop; calls as there; cell count; measured here: cell count, cytotoxicity flag;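 cells counted across two imaged fields per well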
MT stabilize HCS Hoechst-high % – also measured in MT stabilize HCS; calls as there; % Hoechst-high responders; measured here: nuclear condensation Hoechst responders;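 share of cells brighter than vehicle mean plus two SD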
MT stabilize HCS cytotoxicity % – recorded beside MT stabilize HCS, whose call it bears; toxicity, %; measured here: cytotoxicity by cell density;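 0% = mean cell density of plate MIN control wells and 100% = no cells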
Autophagy HCS cell loss 18 h – recorded beside Autophagy HCS, whose call it bears; toxicity, %; measured here: cell loss, nuclei count;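 cell loss after 18 h compound exposure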
The depositor's hits bear a star; i = inactive; nt = not tested or not shown.

SMILES	Yfh1-off respiration	MT stabilize HCS	MT stabilize HCS Hoechst-high %	MT stabilize HCS cytotoxicity %	ER stress rescue	P. falciparum M17LAP	Hep lipid drop	Hep lipid drop cells 6.5 µM	Autophagy HCS	Autophagy HCS cell loss 18 h	M1AAP inhibition	Ins promoter up	Ins promoter up cell count	Dynein transport	Dynein transport cytoplasmic EGFP	Dynein transport nuclear GR-EGFP	Dynein transport cell count
CCN(CC)CCNc1nc(-c2ccco2)c2c(c1C#N)CC(C)(C)OC2	i	2.7	2.1	5.6	-2.9%	-23%	-12	662	i	3	0%	nt	nt	-1	-0.29	-0.56	0.93
CCCNC(=O)c1c(Cl)cnn1-c1ccc(C)cc1	i	3.0	1.5	0.1	-2.2%	4%	10	737	i	-17	5%	-0.95	1385	0.051	-0.17	0.073	0.11
CCOC(=O)CSc1nc(N)c(C#N)c(-c2ccc(OC)cc2)c1C#N	i	5.2	1.8	5.9	0.4%	-1%	nt	nt	i	19	-5%	-0.01	1325	-0.053	-0.062	0.058	-0.17
S=c1[nH]nc(-c2ccccn2)n1/N=C/c1ccc(-c2ccccc2Cl)o1	i	0.5	2.3	8.7	-8.8%	-5%	2	711	i	-13	7%	0.27	1294	0.39	-0.25	0.4	-0.22
COc1ccc(S(=O)(=O)NC(CC(=O)NCCc2ccc(OC)c(OC)c2)c2ccco2)cc1 (centres undefined)	i	6.6	3.4	1.8	-1.0%	-6%	-1	802	i	12	2%	-0.09	1874	-0.66	-0.35	-0.19	0.62
Cc1nc(SCc2cccc(Oc3ccccc3)c2)n[nH]1	i	2.7	2.3	9.8	-0.5%	1%	nt	nt	i	4	2%	0	1611	-0.44	-0.0066	-1	0.51
CCN(CC)S(=O)(=O)c1cc(OC)c(C)cc1C	i	2.4	1.8	7.2	-0.9%	7%	-22	677	i	-4	6%	1.3	1653	-1.1	-0.3	0.024	0.36
CC(=O)NC1=C(N(C)C2CCS(=O)(=O)C2)C(=O)c2ccccc2C1=O (centres undefined)	i	1.7	1.8	2.8	-2.0%	17%	-11	699	i	44	7%	0.15	1047	-1.5	0.11	-0.42	0.062
CCc1nc(N2CCN(S(C)(=O)=O)CC2)c2c3c(sc2n1)CCCC3	i	2.1	2.0	10	3.0%	2%	29	741	i	-1	3%	nt	nt	-0.41	0.99	-0.19	0.18
CCOC(=O)c1ccc2c(c1)n(CCO)c(C)[n+]2CC	i	2.2	1.4	7.3	3.2%	2%	nt	nt	i	-16	6%	-0.75	937	0.049	-0.19	0.046	-0.3
Cc1nccc2[nH]c(=O)c(C(=O)NCCCN(C)C3CCCCC3)cc12	i	5.3	2.6	3.7	0.0%	14%	-29	798	i	24	-1%	-0.06	1288	-0.56	-0.19	0.08	-0.34
CCCOCC1CC2(SC(=Nc3ccc(C)cc3)NC2=O)C(=O)O1 (centres undefined)	i	3.0	2.1	9.2	-1.1%	4%	-2	644	i	-4	0%	nt	nt	0.047	-0.26	0.35	2.3
COC(=O)c1nnn(-c2ccc(F)c(Cl)c2)c1C(=O)OC	i	4.7	2.1	8.8	-0.9%	-1%	10	709	i	3	-3%	-0.15	1212	0.49	1.8	1.2	-1.4
CCCNS(=O)(=O)c1ccc(-n2cnnn2)c(OC)c1	i	2.0	2.4	9.8	3.7%	7%	6	708	i	17	14%	0.44	1519	1	-0.16	0.61	-1.1
Cc1cccc(-n2c(SCC(N)=O)nc3c(c2=O)C2(CCCCC2)Cc2ccccc2-3)c1	i	3.3	3.6	8.3	-4.3%	16%	-30	528	i	17	5%	-1.2	2026	-0.44	-0.35	-0.52	0.98
Cc1cc(C)c(S(=O)(=O)Nn2cnnc2)c(C)c1	i	1.7	1.7	6.9	-0.3%	4%	9	741	i	2	-1%	0.85	1461	-0.43	-0.3	-0.37	0.35
COc1nn(-c2nc(-c3ccccc3)cc(C(F)(F)F)n2)cc1[N+](=O)[O-]	i	2.4	1.8	8.9	0.4%	-17%	0	667	i	-5	-4%	1.5	1511	-0.69	-0.21	-0.64	0.78
CCOC(=O)C1(C)NC(c2ccco2)C2C(=O)N(CC)C(=O)C21 (centres undefined)	i	2.1	1.1	9.0	-0.8%	-6%	12	714	i	-8	4%	0.04	1381	-0.45	-0.13	0.3	-0.62
COc1ccccc1-n1c(CNC(=O)c2ccco2)nnc1SCC(=O)Nc1nccs1	i	5.3	4.3	2.7	0.6%	7%	nt	nt	i	4	1%	0.45	1001	-0.042	-0.23	0.2	0.25
CC(=O)Nc1ccc(NC(=O)COC(=O)Cc2c[nH]c3ccccc23)cc1	i	2.4	3.7	6.3	-0.4%	7%	1	725	i	24	6%	-0.3	1276	-0.42	-0.31	-0.5	0.5

An excerpt from above in order of their number in M1AAP inhibition, lowest first:
SMILES,MT stabilize HCS Hoechst-high %,P. falciparum M17LAP,M1AAP inhibition,Dynein transport,Dynein transport cytoplasmic EGFP,Dynein transport nuclear GR-EGFP,Dynein transport cell count
CCCOCC1CC2(SC(=Nc3ccc(C)cc3)NC2=O)C(=O)O1 (centres undefined),2.1,4%,0%,0.047,-0.26,0.35,2.3
CCc1nc(N2CCN(S(C)(=O)=O)CC2)c2c3c(sc2n1)CCCC3,2.0,2%,3%,-0.41,0.99,-0.19,0.18
CCN(CC)S(=O)(=O)c1cc(OC)c(C)cc1C,1.8,7%,6%,-1.1,-0.3,0.024,0.36

(further entries)
SMILES	Yfh1-off respiration	MT stabilize HCS	MT stabilize HCS Hoechst-high %	MT stabilize HCS cytotoxicity %	ER stress rescue	P. falciparum M17LAP	Hep lipid drop	Hep lipid drop cells 6.5 µM	Autophagy HCS	Autophagy HCS cell loss 18 h	M1AAP inhibition	Ins promoter up	Ins promoter up cell count	Dynein transport	Dynein transport cytoplasmic EGFP	Dynein transport nuclear GR-EGFP	Dynein transport cell count
COc1ccc(S(=O)(=O)N(CC(C)C)CC(C)C)c2cccnc12	i	5.7	1.6	9.4	0.5%	1%	nt	nt	i	15	3%	-0.42	997	2.1	-0.049	1.3	-1.1
CCCCC1(CCCC)NC(=S)N(Nc2ccc(C)cc2)C1=O	i	2.7	1.2	10	1.3%	-7%	nt	nt	i	-6	8%	0.36	802	0.22	-0.38	0.25	0.49
CCC(=O)N1CCc2cc(S(=O)(=O)NCCC(=O)N3CC=C(c4ccccc4)CC3)ccc21	i	4.1	2.5	4.6	0.5%	18%	nt	nt	i	7	8%	-0.78	967	-0.59	0.53	0.13	-0.26
COc1ccc2[nH]c(C)c(CCN(Cc3cccs3)C(=S)Nc3ccc(F)cc3)c2c1	i	3.1	2.4	5.8	nt	6%	-4	563	i	6	15%	0.77	2001	-0.096	0.00088	0.021	-0.6
Nc1ncnc(NCc2ccccc2)c1[N+](=O)[O-]	i	5.4	1.4	5.0	0.5%	8%	-8	635	i	1	-1%	0.05	1279	-0.43	-0.27	-0.14	-0.034
CC(=O)Nc1ccc(CN2CCCCCCC2)cc1	i	1.8	1.4	9.8	-1.7%	20%	nt	nt	i	0	3%	-0.84	1061	-0.27	-0.2	0.098	0.34
COc1ccc(CNC(=O)c2csc(Cc3ccc(Cl)cc3)n2)cc1	nt	1.1	2.6	11	3.5%	-6%	nt	nt	i	3	4%	nt	nt	0.28	-0.2	-0.42	0.35
CCc1ccc(NC(=O)N(CCCN2CCOCC2)Cc2cccs2)cc1	nt	4.2	3.1	0.4	-1.0%	-3%	nt	nt	i	10	3%	-0.95	876	-0.6	-0.23	-0.27	0.24
c1ccc(CSc2nnc3ccc(-c4ccco4)nn23)nc1	i	1.3	2.0	0.9	nt	16%	0	712	i	1	3%	0.51	1317	1.1	-0.38	0.32	-0.079
O=C(NC1CCS(=O)(=O)C1)/C(=C/c1ccco1)NC(=O)c1ccccc1 (centres undefined)	i	3.0	2.2	9.1	-0.2%	5%	-2	675	i	-10	-2%	0.25	1410	0.061	0.02	-0.25	0.51
NCCCC[C@H]1CNC(=S)N1CCc1cc(C(F)(F)F)cc(C(F)(F)F)c1	i	0.6	0.6	3.6	-3.1%	5%	-17	710	i	26	3%	1.3	1307	1.5	-0.21	1.3	-1.3
Cc1c(-c2nnnn2-c2ccc(F)cc2)cnc2cc3c(cc12)OCO3	i	2.9	1.6	6.4	-1.7%	5%	nt	nt	i	-27	-4%	0.2	1279	-0.19	-0.18	0.34	0.039
Cc1ccc(Oc2cc(NC(=O)CCCn3nc([N+](=O)[O-])c(Cl)c3C)cc([N+](=O)[O-])c2)cc1	i	3.4	4.0	6.9	-2.7%	-9%	21	657	i	10	3%	-1.4	1266	-0.42	0.42	0.58	-0.25
CCN(CC)S(=O)(=O)c1ccc(NC(=O)COC(=O)CN2C(=O)c3ccccc3C2=O)cc1	i	1.5	1.9	4.1	4.3%	-1%	-2	721	i	-9	5%	nt	nt	0.059	-0.19	0.7	0.48
CCc1ccc(OCC(=O)N/N=C/c2cc([N+](=O)[O-])ccc2N2CCOCC2)cc1	i	2.4	2.5	8.3	-2.9%	-1%	1	716	i	13	7%	-0.22	1510	0.24	-0.17	0.31	0.25
CCCN1CCN(C(=O)Cn2cnc3ccc(S(=O)(=O)N4CCC(C)CC4)cc3c2=O)CC1	i	1.5	1.6	3.1	7.1%	-1%	-2	665	i	-4	2%	-0.31	1313	0.56	-0.28	0.65	-0.72
Clc1ccccc1-c1nnc(-c2cccs2)o1	i	3.4	1.3	1.0	0.3%	15%	-8	678	i	0	7%	-0.23	1143	-0.44	-0.25	-0.06	0.14
Cc1nn(CC#N)c(=O)n1N(C)c1ncc(C(F)(F)F)cc1Cl	i	3.2	2.5	12	nt	-3%	5	671	i	12	4%	0.24	1256	-0.48	-0.31	-0.15	1
CCN(CC)S(=O)(=O)c1ccc(NC2=NS(=O)(=O)c3ccccc32)cc1	i	1.2	1.1	2.5	-1.8%	-12%	10	805	i	-2	-3%	nt	nt	-0.11	-0.17	-0.3	0.35
